# CAL PDZ FP-1: CAL PDZ peptide-binding inhibitors, primary screen, biochemical, fluorescence polarization, Cer-tagged CAL PDZ, HTS | Golgi-associated PDZ and coiled-coil motif-containing protein (Homo sapiens), Q9HD26 | 330,000 tested, 0.02% active | inhibition, % at 20 µM | purified CAL PDZ, TMR-peptide fluorescence polarization, 1 h | AID 504414, 2011;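 active = highest replicate inhibition of at least 40%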;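 also: plate controls were DMSO neutral control wells for no effect and unlabeled competitor peptide control wells for full effect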
#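 material = purified tagged CAL PDZ domain construct (CerCALP) | compound dosing = 20 µM, one dose | times = 1 h at RT | measured by = fluorescence polarization from S- and P-plane intensities, G-factor corrected | read-out = inhibition from polarization loss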
# MITF TRPM1 HTS: activators of MITF-driven TRPM1 promoter reporter, primary screen, cell-based, SK-MEL-5, luciferase, single point. 300,000 tested, 0.75% active. SK-MEL-5 TRPM1-promoter luciferase, 24 h; % of positive control, neutral wells = 0. AID 588334, 2011. activation, % at 12.5 µM;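 active = mean activation of at least 80% with every replicate also reaching 80%; inconclusive = mean reaches 80% but some replicate falls short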;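 also: 0% = neutral control wells and 100% = parthenolide positive control wells; values of inactives mirror those of a sister screen read the other way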
# dFosB act: activators of delta FosB homodimer, primary screen, biochemical, fluorescence polarization, TAMRA-CDK5 oligo, single point | 340,000 tested, 0.99% active | activation, % at 25 µM | Protein FosB (Mus musculus), P13346 | purified delta FosB; percent of positive-control signal above neutral wells;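 active = mean activation above about 17%, with every replicate also reaching it, limit read from the data, passing the limit was not always enough; inconclusive = only one of the two conditions met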;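 also: fluorescence polarization rise as delta FosB binds a TAMRA Cdk5 AP-1 oligo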
# Target sequence (P13346 whole entry, looked up): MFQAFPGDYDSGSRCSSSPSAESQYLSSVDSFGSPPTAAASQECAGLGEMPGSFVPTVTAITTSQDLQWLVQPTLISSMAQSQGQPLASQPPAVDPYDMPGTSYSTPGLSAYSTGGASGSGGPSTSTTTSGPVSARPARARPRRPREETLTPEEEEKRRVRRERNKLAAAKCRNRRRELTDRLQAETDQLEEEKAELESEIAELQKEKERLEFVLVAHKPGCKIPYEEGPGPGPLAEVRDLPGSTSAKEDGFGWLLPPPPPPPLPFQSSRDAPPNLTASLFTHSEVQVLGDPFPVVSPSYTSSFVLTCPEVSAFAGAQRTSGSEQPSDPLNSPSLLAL
# V-ATPase pH: regulators of yeast V-ATPase proton pumping, primary screen, pHLuorin cytosolic pH fluorescence | S. cerevisiae | response, % at 10 µM | 350,000 tested, 0.37% active; in the data active = response mostly above about 7.3%, no sharp cut-off; inactive = mostly below about 5.4%; also: actives read high; inactives centre near 0; some compounds called inactive have numbers as strong as hits; reference of the scale not given here
# Tat export inh: E. coli Tat export inhibitors, primary screen, MC4100, TorA-mCherry reporter, fluorescence, single point; inhibition, % at 10 µM; 340,000 tested, 0.036% active; AID 488895, 2010;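 active = mean replicate inhibition at least 50% and at least half of replicates individually reaching 50%; inconclusive = only one of the two criteria met; inactive = neither criterion met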;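 also: exported cargo escapes ClpAP degradation while cytoplasmic cargo is degraded and loses fluorescence; 0% = median of neutral control wells and 100% = median of NaSCN control wells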
# Rtt109 Vps75: inhibitors of C. albicans Rtt109/Vps75 HAT, primary screen, biochemical, ThioGlo CoA-SH fluorescence, plate reader. 330,000 tested, 0.16% active. purified Rtt109/Vps75, 4 h. inhibition, % at 34.9 µM. AID 540336, 2011;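 active = inhibition of at least 50% in every replicate; inconclusive = best replicate reaches 50% inhibition but some replicates fall short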
# RTF Ca sens act: cardiac RTF calcium sensitivity activators, primary screen, biochemical, IANBD-TnC fluorescence, EC20 calcium | Troponin I, cardiac muscle (Homo sapiens) + Troponin T, cardiac muscle (Homo sapiens) + … | IANBD-labeled TnC RTF fluorescence at EC20 calcium; 0% EC20 calcium, 100% full calcium | activation, % at 7.2 µM | 340,000 tested, 0.24% active | AID 493008, 2010;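 active = activation above the mean over all tested compounds plus 3 SD, cut at about 30% in these data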;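 also: rise in fluorescence read as greater calcium sensitivity of cardiac thin filaments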
# CDK5 p35 inh: inhibitors of human CDK5/p35 kinase, primary screen, biochemical, single concentration. Cyclin-dependent kinase 5 (Homo sapiens) + Cyclin-dependent kinase 5 activator 1 (Homo …. Recombinant CDK5/p35, ADP-Glo luminescence, 60 min. inhibition, % at 10 µM. 330,000 tested, 0.01% active;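 active = highest replicate inhibition of at least 50% and at least 75% of replicates reaching 50%; inconclusive = only one of the two criteria met; inactive = both criteria failed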;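 also: plate controls were DMSO neutral control for no effect and GW8510 at 10 µM for full effect; many of its hits are not listed in these tables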
# Target sequence (Q00535 whole entry, looked up): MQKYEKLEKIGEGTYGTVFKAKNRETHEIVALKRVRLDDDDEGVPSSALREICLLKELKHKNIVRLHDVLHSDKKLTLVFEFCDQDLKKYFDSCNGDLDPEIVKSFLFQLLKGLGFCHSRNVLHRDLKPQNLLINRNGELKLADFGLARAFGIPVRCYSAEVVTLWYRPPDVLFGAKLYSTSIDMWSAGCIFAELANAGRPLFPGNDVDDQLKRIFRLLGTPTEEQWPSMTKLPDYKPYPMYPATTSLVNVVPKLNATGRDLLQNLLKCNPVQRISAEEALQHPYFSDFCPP
# Target sequence (Q15078 whole entry, looked up): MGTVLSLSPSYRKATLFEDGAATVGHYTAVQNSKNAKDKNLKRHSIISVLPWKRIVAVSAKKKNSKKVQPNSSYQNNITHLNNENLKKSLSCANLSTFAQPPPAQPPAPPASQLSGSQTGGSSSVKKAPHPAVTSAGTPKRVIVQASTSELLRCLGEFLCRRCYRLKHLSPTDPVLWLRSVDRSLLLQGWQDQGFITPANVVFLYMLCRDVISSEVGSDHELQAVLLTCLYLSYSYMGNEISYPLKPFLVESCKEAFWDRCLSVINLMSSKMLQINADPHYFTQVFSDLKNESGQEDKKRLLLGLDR
# CAL PDZ FP-2: untagged CAL PDZ binding inhibitors, primary screen, biochemical, fluorescence polarization, HTS; Golgi-associated PDZ and coiled-coil motif-containing protein (Homo sapiens), Q9HD26; purified CAL PDZ, TMR-peptide fluorescence polarization, 1 h; 300,000 tested, 0.92% active; inhibition, % at 24.9 µM; AID 602252, 2012;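 active = mean inhibition of at least 30% with at least half of replicates also reaching 30%; inconclusive = no clear call, values can overlap the other calls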;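 also: 0% = DMSO neutral control and 100% = excess unlabeled competitor peptide PRC23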
# Wnt bcat act: Wnt/beta-catenin pathway activators, primary screen, cell-based, plate reader, single point | Wnt/beta-catenin reporter cell assay, activator | AID 743398, 2014 | activation, % at 9.35 µM | 300,000 tested, 1.2% active; in the data active = activation above about 30%, passing the limit was not always enough; inconclusive = no clear call, values can overlap the other calls;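 also: 0% = neutral control wells and 100% = positive control wells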
# The depositor's hits bear a star; ? = inconclusive; · = not tested or not shown; & = joins results of further samples.
SMILES,CAL PDZ FP-1,MITF TRPM1 HTS,dFosB act,V-ATPase pH,Tat export inh,Rtt109 Vps75,RTF Ca sens act,CDK5 p35 inh,CAL PDZ FP-2,Wnt bcat act
CCc1nnc(NC(=O)CSc2nnc(-c3ccccc3O)n2-c2ccc(C)cc2)s1,-0.3,-8,-9,4,-2,-3,-5,0.3,-3,-8
CC(OC(=O)c1ccccc1C(=O)N(C)c1ccccc1)C(=O)Nc1ccccc1[N+](=O)[O-] (stereo not given),-2.2,0,-5,0,-2,3,-3,-0.1,-5,-3
Cc1ccc(O)c(NC(=O)COc2cc(C)ccc2C)c1,-1.6,11,1,1,0,0,4,-0.7,3,6
OCc1nc2ccccc2n1Cc1c(F)cccc1Cl,-0.7,-5,-1,-4,1,3,2,1.0,-5,-1
CCO/C([O-])=N/c1sn[n+](C)c1C,-0.3,·,-6,-1,-7,6,·,1.7,-4,-2
O=C(c1cc2ccccc2o1)c1cccs1,-0.8,·,1,-7,-8,9,5,-1.4,0,58*
COC(=O)CC1C(=O)NCCN1C(=S)Nc1ccccc1Cl (stereo not given),-0.3,-11,1,-3,-21,-7,0,-0.8,-4,0
N#Cc1ccc(CSCC(=O)O)cc1,-2.5,4,2,-2,5,4,-4,-0.6,1,-1
CC(C)C(=O)Nc1nnc(S(=O)(=O)N(C)c2ccc(Cl)cc2)s1,·,3,-2,0,1,-1,1,-0.1,45*,10
CC(=O)Nc1ccc(NC(=O)c2ccc(NC(=O)c3ccccc3)cc2)cc1,-0.1,1,27*,-3,-1,-6,2,-0.8,-6,-4
COc1ccc(C2(c3ccc(OC)cc3)NC(=O)N(CC(=O)NC(C)C)C2=O)cc1,-0.7,3,0,-1,-2,-12,1,-0.1,-2,4
CN(C)S(=O)(=O)c1cccc(NC(=O)CCc2nc3cc(S(=O)(=O)N4CCOCC4)ccc3n2C)c1,-1.7,-1,-3,1,-2,6,2,2.5,-4,-1
COc1ccc(C(=O)/C=C/c2ccc3c(c2)OCCO3)cc1,0.0,13,-5,-1,6,47,-5,1.1,1,15
COc1cccc(-c2nn(-c3ccccc3)cc2CO)c1,·,64,-3,-4,-6,6,11,-1.0,2,·
O=C(NCc1ccccc1)c1ccc2nccnc2c1,-1.3,-9,-1,1,-9,-7,1,-1.6,0,4
COc1cc(-c2noc(C)c2-c2ccc3[nH]ccc3c2)cc(OC)c1OC,-0.2,-29,1,-5,6,4,2,-0.3,9,·
C/C(N)=C(/C#N)C(=O)CSc1n[nH]c(-c2ccccc2Br)n1,-0.6&-3.7,8,-3&0,2&-3,-14&-1,15&-1,-1&0,0.3&2.0,0&-4,-2&17
O=C1CN(c2ccc(Cl)cc2)C2(CCCCC2)S1,-2.3,4,-9,-5,2,2,13,-2.4,-4,-1
Cc1ccc(C2C3=C(CC(C)(C)CC3=O)OC3=C2C(=O)CC(C)(C)C3)cc1,0.1,-3,-13,2,12,-1,-1,-0.6,-7,-5
COC(=O)c1ccccc1NC(=O)CCn1c(=O)oc2ccccc21,-0.9,24,-6,5,1,-1,-1,1.1,0,8
C=CCNC(=O)c1cc2sccc2n1C,-2.7,11,-1,2,10,·,-3,1.6,-4,3
CC(C)Cc1nc(Cl)c(C#N)c2c1CCC2,-0.3,·,-10,-1,12,3,3,-1.9,·,4
CSCC[C@H](NC(=O)[C@@H]1CSC2c3ccccc3C(=O)N21)C(=O)NCc1ccco1 (stereo not given in full),-3.1,-3,0,3,-7,-7,6,1.0,-2,1
COc1ccc(NC(=O)CCCSc2ccccc2)cc1S(N)(=O)=O,-1.0,-1,-3,4,-3,4,-1,1.0,-1,-5
CCNC(=S)NNC(=O)CC(C)C,-1.2,-11,3,-1,-15,-5,-2,-0.8,36*,-1
Cc1cc(NC(=O)CCC(=O)N(c2ccccc2)C(C(=O)NC2CCCC2)c2cccs2)no1 (stereo not given),·,-1,-1,3,5,-1,1,-1.1,-5,-1
Cc1ccc2[nH]c3c(=O)n(N)c(C)nc3c2c1,-1.2,18,2,-2,-2,-3,·,-1.2,3,3
COc1ccc(S(=O)(=O)Oc2cccc(C(=S)N3CCOCC3)c2)cc1,-2.8,-6,-6,2,-11,-1,0,-1.3,-4,0
COCCN(C(=O)COC(=O)c1cc2c(s1)CCCC2)c1c(N)n(Cc2ccccc2)c(=O)[nH]c1=O,-1.1,-11,-12,1,-8,9,-9,1.3,-5,-2
CCN(CC)CCNC(=O)c1ccc(Sc2ccc(Cl)cc2)c(NC(C)=O)c1,-1.9,17,1,0,10,5,-4,1.5,1,-1
COc1ccc(CCNC(=O)C2=CC=CN3CCS(=O)(=O)N=C23)cc1,-0.1,9,5,2,4,-7,0,0.1,-7,8
COc1ccc(OC)c(NC(=O)c2ccc(-c3csc(C)n3)cc2)c1,-0.7,52,-14,-3,7,-5,3,-2.6,·,4
Cc1cccc2nc3ccccc3cc12,-0.4,·,-13,-3,-5,6,-2,-5.5,·,-4
O=C(Nc1ccc(S(=O)(=O)N2CCCCC2)cc1)C1CCN(C(=O)c2ccco2)CC1,-3.2,-6,-12,-4,7,-1,-2,-0.9,-4,-3
CCOC(=O)C1(Cc2ccc(OC)cc2)CCN(C(=O)CCN2CCCC2=O)CC1,-0.3,5,-1,4,2,2,-2,1.3,-3,9
CC(C)N(C(=O)CSc1ccc(S(=O)(=O)N2CCCCC2)cn1)c1ccccc1,0.8,-16,-14,0,11,7,-2,0.0,3,1
COc1ccc2[nH]c3nc(SCC(=O)NNC(=O)c4ccc(OC)c(OC)c4)nnc3c2c1,-1.7,-2,4,4,-4,-21,11,0.3,-3,-7
CC(=O)c1cccc(NC(=O)NNC(=O)c2ccc(Cl)cc2Cl)c1,0.3,5,-6,-3,-11,2,1,-1.7,12,-2
O=C(c1ccccc1)c1c[nH]c2cc3c(cc2c1=O)OCCO3,-0.3,·,-12,0,-9,19,-2,-2.9,-3,10
N/C(=N\OC(=O)Cc1ccccc1)c1ccccn1,-3.0,7,-4,1,-8,-7,-2,0.5,-3,·
COc1ccccc1NS(=O)(=O)c1cc(N2Cc3ccccc3C2=N)ccc1N1CCOCC1,-1.4,4,-7,-4,-5,22,7,1.0,-1,5
COC(=O)c1sc(N2C(=O)C(O)=C(C(=O)c3ccc(C)o3)C2c2ccc(OC)c(OC)c2)nc1C (stereo not given),-2.6,-5,-2,2,6,14,-3,0.8,-7,1
Cc1cc(=O)oc2cc(OCC(=O)OCC(=O)NCCc3ccccc3)ccc12,-0.6,-5,-7,1,1,-9,3,0.1,0,-2
CCOC(=O)c1c(-c2ccccc2)nnn1-c1nc(OC)nc(N2CCOCC2)n1,-1.4,-6,-4,1,-10,0,-4,1.4,-2,·
CCOC(=O)c1c(NC(=O)CN2C(=O)NC3(CCCCC3C)C2=O)sc(C)c1CC (stereo not given),0.4,24,-11,-1,26,3,-4,-0.8,-8,-1
O=C(COC(=O)C1CCN(S(=O)(=O)c2cccs2)CC1)c1ccc2c(c1)OCCO2,·,0,-6,3,7,-4,12,-7.1,-2,·
CSc1nn(-c2ccc(C(=O)OC(C(=O)NC(N)=O)C(C)C)cc2)c(=S)s1 (stereo not given),-0.6,-7,15,1,-4,1,0,-1.7,·,-2
Clc1ccc2oc(-c3cccnc3)nc2c1,-1.4,35,-7,-2,0,14,-5,1.4,-1,?
O=C(Nc1ccccc1)OCCOc1ccccc1Br,-1.4,·,4,-1,6,7,6,-1.1,-4,22
c1cnc(N2CCSCC2)nc1,-2.5,-9,-1,10*,9,·,4,-2.3,-3,·
CC(Nc1oc(-c2ccco2)nc1C#N)c1ccccc1 (stereo not given),-0.2,-2,-2,0,9,-1,2,1.8,2,-2
CCCC(=O)C1=C(O)C(C(=O)OC)C(C)(C)CC1=NCCc1ccc(OC)c(OC)c1 (stereo not given),0.0,-3,-11,1,-5,-5,-7,-2.6,·,-1
COc1ccccc1C1CC(=O)NC(C)=C1C(=O)OCC1CCCO1 (stereo not given),1.6,-6,-9,-1,-2,-20,-2,0.4,·,·
Cc1cc(NC(=O)/C(C#N)=C/c2ccco2)n(-c2ccccc2)n1,-2.1,-15,5,2,0,6,0,-5.9,0,2
COc1ccccc1C(=O)O/N=C1/CCCc2c1ccc(OC)c2[N+](=O)[O-],0.9,3,-9,-1,5,9,1,0.6,-1,·
Cc1ccc(-c2cc(C(=O)N(C)Cc3cnn(C)c3C)c3cc(Br)ccc3n2)cc1,-2.7,-1,-9,3,-6,·,-3,-3.5,-3,2
CS(=O)(=O)N(CC(=O)N1CCN(c2ccccc2)CC1)c1cc(C(F)(F)F)ccc1Cl,-1.4,-1,-13,-2,3,3,-5,-0.2,2,-3
COc1ccc2c(COC(=O)CNS(=O)(=O)c3ccc(C)c(C)c3)cc(=O)oc2c1,-3.0,-1,-7,0,-18,-6,6,-6.7,-1,0
N#Cc1ccc(CSc2ccc(S(=O)(=O)N3CCCCCC3)cn2)cc1,-2.4,-7,-10,0,10,-9,3,1.1,-2,2
COc1ccccc1C(=O)NCCn1cc(SCC(=O)NCc2ccco2)c2ccccc21,-0.7,-1,-16,0,0,-11,-4,-2.2,-7,-5

# (more compounds)
SMILES,CAL PDZ FP-1,MITF TRPM1 HTS,dFosB act,V-ATPase pH,Tat export inh,Rtt109 Vps75,RTF Ca sens act,CDK5 p35 inh,CAL PDZ FP-2,Wnt bcat act
COc1ccc2oc(C)c(C(=O)c3ccc(C)cc3)c2c1,-2.0,60,-1,-1,12,0,-6,-0.9,-5,8
Cc1ccc(O)c(CNc2nc3ccccc3n2C)c1,1.1,·,-1,2,1,9,3,1.5,-2,·
CCN(CC)C(=O)Cn1cc(C(=O)C(=O)N2CCc3ccccc32)c2ccccc21,-1.5,-17,-10,1,3,0,3,-1.4,46*,-1
FC(F)(F)c1cc(-c2cccs2)nc2cc(-c3ccccc3)nn12,-0.2,-4,-2,1,-5,-6,3,0.7,-3,-3
CC(=O)Oc1ccc(-c2ccc(C(=O)NCCc3ccc(S(N)(=O)=O)cc3)cc2)cc1,-3.8,2,4,0,4,1,-2,1.9,0,-1
COC(=O)c1ccc2[nH]c(C)cc(=O)c2c1,-0.5,-6,1,-2,-6,4,1,-0.2,-1,0

# From PubChem
